Assay outcomes from PubChem.
MC4R ag barr: activates human MC4R beta-arrestin recruitment; U2OS MC4R beta-arrestin complementation, luminescence; percent of melanotan II response, DMSO zero; activation, % at 8.9 µM; P32245; 360,000 tested, 0.98% active; AID 540308;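 active = activation above a per-plate cutoff, the mean activation of sample wells on that plate plus 3 SD, cut at about 8% in these data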
Target sequence (P32245 whole entry, looked up): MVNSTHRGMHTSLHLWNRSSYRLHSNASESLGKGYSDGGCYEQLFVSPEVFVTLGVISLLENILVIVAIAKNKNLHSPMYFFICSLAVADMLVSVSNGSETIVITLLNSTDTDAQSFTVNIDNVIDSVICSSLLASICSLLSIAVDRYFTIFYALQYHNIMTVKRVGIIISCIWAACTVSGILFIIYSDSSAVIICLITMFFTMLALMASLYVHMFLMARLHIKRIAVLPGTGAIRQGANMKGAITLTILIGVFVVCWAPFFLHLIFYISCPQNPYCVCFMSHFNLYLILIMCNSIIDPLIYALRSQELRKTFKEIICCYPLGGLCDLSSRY
Granule exo inh: lytic granule exocytosis inhibition | 360,000 tested, 0.66% active | TALL-104 LAMP-1 surface exposure, flow cytometry; cells stimulated with thapsigargin and PMA | inhibition, % at 10 µM;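 active = inhibition above about 55%, limit read from the data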
Glyco luc inh: blocks N-linked glycosylation in D54 reporter cells; 360,000 tested, 0.23% active; reporter increase, % at 12.5 µM; D54 ERlucT glycosylation luciferase reporter, 24 h; percent of 100 nM tunicamycin response;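 active = mean luciferase reporter signal, scaled so untreated is 0 and the glycosylation-blocking control 100, at or above a set limit in every replicate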;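 note: luciferase carries N-glycosylation sites so blocking glycosylation raises the light; 0% = median of neutral control wells and 100% = median of 100 nM tunicamycin wells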
H9c2 protect: myocardial damage modulation in H9c2 cells; 360,000 tested, 0.63% active; protection from H2O2 cell death, % at 20 µM; AID 588492; H9c2 cardiomyocytes, H2O2 injury protection, ATPLite, 2 h;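 active = compounds giving at least 50% protection of heart cells from peroxide-induced death in the single-dose screen, raw or plate-pattern-corrected value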;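 note: 0% = DMSO wells with peroxide and 100% = DMSO wells without peroxide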
MC4R antagonist: blocks human MC4R cAMP signaling; P32245; MC4R-expressing cells, MTII-stimulated cAMP, LANCE TR-FRET; inhibition, % at 6.5 µM; 360,000 tested, 0.48% active; AID 540295;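 active = inhibition above its plate's cutoff, the mean of tested wells on that plate plus 3 SD, cut at about 29% in these data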;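 note: 0% = Melanotan II alone and 100% = Melanotan II plus saturating MCL0020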
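Material: human MC4R-expressing U2OS cells. Probe or stimulus: Melanotan II challenge. Dosing: 6.5 µM single dose. Times: 30-min compound, 1-h challenge, 1-h detection, room temperature. Technique: TR-FRET with Eu-cAMP and labeled anti-cAMP, 671 nm. Replication: singlicate.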
ABCB6 inh MLPCN: human ABCB6 transporter inhibition; Q9NP58; K562-ABCB6 porphyrin accumulation, flow cytometry, 1 h; stronger effect = lower value; fluorescence ratio to DMSO, % at 10 µM; 360,000 tested, 0.19% active; AID 602162;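 active = fluorescence ratio to DMSO below 75%, the collection mean minus 3 SD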;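 note: signal is porphyrin accumulated inside mitochondria; 100% equals median channel fluorescence of DMSO control wells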
HTR2A ag: mouse HTR2A agonism via beta-arrestin recruitment; CHO-K1 mHTR2A beta-arrestin complementation, luminescence; percent of 30 µM serotonin response; activation, % at 7.6 µM; 360,000 tested, 0.66% active; AID 624169;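 active = activation above a run cutoff, the mean activation of all tested compounds plus 3 SD, cut at about 14% in these data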;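 note: 0% = plate median of compound wells and 100% = 30 µM serotonin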
ABHD5 PLIN5 PPI: ABHD5-PLIN5 protein interaction inhibition; inhibition, % at 4 µM; 360,000 tested, 0.78% active; Split G. princeps luciferase complementation, luminescence, 4 h; Q00G26+Q8WTS1;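 active = inhibition above the mean inhibition across every tested compound plus 3 SD, cut at about 22% in these data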;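 note: 0% = DMSO only wells and the 100% control is not disclosed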
CaV13 FRET inh: Disruptors of the CACNA1D IQ motif to Ca2+-dependent inactivation inhibitor domain association, primary screening, Förster resonance energy transfer in intact living …; HEK cells, CFP/YFP FRET ICDI-IQ, plate reader, 10 min; percent FRET-ratio fall versus neutral wells; inhibition, % at 12.3 µM; 340,000 tested, 0.098% active; AID 743397;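 active = mean replicate inhibition of at least 30% and at least 1% of replicates passing that level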;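 note: 0% = median of the neutral control wells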
PDI turbidity: PDI (human) enzyme inhibition | inhibition, % at 10 µM | AID 588391 | PDI insulin aggregation turbidity, A650, 90 min | 350,000 tested, 0.052% active;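 active = mean inhibition across replicates of 30% or more, whatever share of single replicates reach that level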;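 note: absorbance from insulin aggregation driven by PDI reduction with DTT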
Target sequence (P07237 whole entry, looked up): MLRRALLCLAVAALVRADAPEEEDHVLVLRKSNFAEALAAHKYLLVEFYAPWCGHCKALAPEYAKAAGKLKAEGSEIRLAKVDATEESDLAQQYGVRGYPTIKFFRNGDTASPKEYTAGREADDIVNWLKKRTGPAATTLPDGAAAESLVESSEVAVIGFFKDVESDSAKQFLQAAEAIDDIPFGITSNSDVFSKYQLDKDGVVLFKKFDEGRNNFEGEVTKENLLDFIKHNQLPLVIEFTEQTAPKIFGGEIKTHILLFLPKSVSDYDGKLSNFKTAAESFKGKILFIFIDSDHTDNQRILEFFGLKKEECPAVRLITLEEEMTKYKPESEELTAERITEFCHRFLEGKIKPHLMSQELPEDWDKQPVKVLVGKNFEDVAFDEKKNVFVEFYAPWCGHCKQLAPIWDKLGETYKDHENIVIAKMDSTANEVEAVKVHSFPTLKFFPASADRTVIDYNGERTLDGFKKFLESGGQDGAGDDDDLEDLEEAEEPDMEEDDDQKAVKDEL
An asterisk follows results filed as active. Rows were taken by chance; 4.2% or so of the library scored in one or more.

COc1ccc(NC(=O)CN(C)CC(=O)N2CCCCCC2)cc1 was read as MC4R ag barr 0.3, Granule exo inh -2, Glyco luc inh -1, H9c2 protect 4, MC4R antagonist 5, ABCB6 inh MLPCN 93, HTR2A ag 12, ABHD5 PLIN5 PPI -2, CaV13 FRET inh -6 and PDI turbidity -2.
COc1cccc(CN(Cc2cccnc2)S(=O)(=O)c2ccc(-n3cnnn3)c(C)c2)c1OC was read as MC4R ag barr -0.2, Granule exo inh -4, Glyco luc inh -2, H9c2 protect 7, MC4R antagonist 15, ABCB6 inh MLPCN 100, HTR2A ag -1, ABHD5 PLIN5 PPI -4, CaV13 FRET inh -8 and PDI turbidity 0.
For COCCNC(=O)c1cc(S(=O)(=O)N2CCCCC2)ccc1N1CCOCC1 the results were MC4R ag barr -1.3, Granule exo inh 0, Glyco luc inh 0, H9c2 protect -3, MC4R antagonist -4, ABCB6 inh MLPCN 97, HTR2A ag -5, ABHD5 PLIN5 PPI 1, CaV13 FRET inh -7 and PDI turbidity -7.
O=C(COc1ccc([N+](=O)[O-])cc1)NCCC1=CCCCC1 was read as MC4R ag barr -0.7, Granule exo inh -1, Glyco luc inh -2, H9c2 protect 6, MC4R antagonist 2, ABCB6 inh MLPCN 98, HTR2A ag -4, ABHD5 PLIN5 PPI -2, CaV13 FRET inh -8 and PDI turbidity -2.
For Cn1c(=O)n(Cc2ccccc2Br)c2ccccc21 the results were MC4R ag barr 1.2, Granule exo inh -6, Glyco luc inh 4, H9c2 protect -12, MC4R antagonist -6, ABCB6 inh MLPCN 100, HTR2A ag 5, ABHD5 PLIN5 PPI 4, CaV13 FRET inh 4 and PDI turbidity 2.
Cc1ccc(CC(NC(=O)c2ccccc2)C(=O)N2CCCC2C(=O)O)cc1 (configuration not stated) was read as MC4R ag barr 0.6, Granule exo inh -2, Glyco luc inh 2, H9c2 protect 0, MC4R antagonist 15, ABCB6 inh MLPCN 98, HTR2A ag 3, ABHD5 PLIN5 PPI 5, CaV13 FRET inh -11 and PDI turbidity 4.
Cc1ccc(C(=O)N(CC(=O)NC2CCCC2)c2cccc(F)c2)s1 was read as MC4R ag barr 1.0, Granule exo inh -26, Glyco luc inh -3, H9c2 protect 2, MC4R antagonist -3, ABCB6 inh MLPCN 100, HTR2A ag -5, ABHD5 PLIN5 PPI 2, CaV13 FRET inh -4 and PDI turbidity 7.
`CCOC(=O)c1csc(CCNC(=O)c2oc3c(Cl)cc(C)cc3c2C)n1` gave MC4R ag barr -0.8, Granule exo inh -2, Glyco luc inh 1, H9c2 protect 4, MC4R antagonist -1, ABCB6 inh MLPCN 95, HTR2A ag 11, ABHD5 PLIN5 PPI 1, CaV13 FRET inh -6 and PDI turbidity 10.
For CCOc1ccc(NC(=O)C2CCCN(S(=O)(=O)c3c(C)noc3C)C2)cc1 (configuration not stated) the results were MC4R ag barr -0.1, Granule exo inh 7, Glyco luc inh -2, H9c2 protect 0, MC4R antagonist -2, ABCB6 inh MLPCN 100, HTR2A ag -5, ABHD5 PLIN5 PPI -4, CaV13 FRET inh -13 and PDI turbidity -8.
Screening Cc1ccc(NC(=O)c2sc(Cl)nc2-c2ccccc2)cc1C returned MC4R ag barr 4.9, Granule exo inh -2, Glyco luc inh -2, H9c2 protect -8, MC4R antagonist 43*, ABCB6 inh MLPCN 103, HTR2A ag 4, ABHD5 PLIN5 PPI -8, CaV13 FRET inh -6 and PDI turbidity -8.
Cc1cccc(C)c1NC(=O)C(Cl)C(=O)c1ccccc1 (configuration not stated) was read as MC4R ag barr 4.8, Granule exo inh 73*, Glyco luc inh 2, H9c2 protect 1, MC4R antagonist -15, ABCB6 inh MLPCN 106, HTR2A ag -7, ABHD5 PLIN5 PPI 38*, CaV13 FRET inh -7 and PDI turbidity -3.
CCOC(=O)c1c(C)[nH]c(C)c1C(=O)COC(=O)/C=C/c1ccccc1[N+](=O)[O-] was read as MC4R ag barr -0.8, Granule exo inh -1, Glyco luc inh -2, H9c2 protect 4, MC4R antagonist -23, ABCB6 inh MLPCN 95, HTR2A ag -5, ABHD5 PLIN5 PPI 3, CaV13 FRET inh -3 and PDI turbidity 4.
`CCN(c1ccccc1)S(=O)(=O)c1nnc(NC(=O)C(C)C)s1` gave MC4R ag barr -0.7, Granule exo inh -4, Glyco luc inh 0, H9c2 protect 0, MC4R antagonist 1, ABCB6 inh MLPCN 93, HTR2A ag -5, ABHD5 PLIN5 PPI 3, CaV13 FRET inh -5 and PDI turbidity 10.
`COc1ccc(CCC(=O)N2c3ccccc3N=C(c3ccc4c(c3)OCO4)C2C(=O)Nc2ccc(OC)cc2)cc1` (configuration not stated) gave Granule exo inh 7, HTR2A ag 2, ABHD5 PLIN5 PPI 4 and CaV13 FRET inh -17.
CCC1Oc2ccc(C)cc2N(CC(=O)NCCN2CCCCCC2)C1=O (configuration not stated) was read as MC4R ag barr -1.7, Granule exo inh 3, Glyco luc inh -2, H9c2 protect -4, MC4R antagonist 6, ABCB6 inh MLPCN 101, HTR2A ag -8, ABHD5 PLIN5 PPI -1, CaV13 FRET inh -7 and PDI turbidity -23.
COc1ccc(OC)c(NC(=O)CSc2nnc(C3CCCCC3)n2N)c1 was read as MC4R ag barr -3.5, Granule exo inh 6, Glyco luc inh 5, H9c2 protect 2, MC4R antagonist -1, ABCB6 inh MLPCN 91, HTR2A ag 5, ABHD5 PLIN5 PPI 5, CaV13 FRET inh -6 and PDI turbidity -4.
COc1ccc(C(CNC(=O)c2cc(S(=O)(=O)NCc3ccco3)ccc2C)N(C)C)cc1 (configuration not stated) was read as MC4R ag barr 3.0, Granule exo inh 2, Glyco luc inh -2, H9c2 protect 7, MC4R antagonist 15, ABCB6 inh MLPCN 103, HTR2A ag -8, ABHD5 PLIN5 PPI 8, CaV13 FRET inh -2 and PDI turbidity -4.
Screening COc1ccc(C(=O)N/N=C2\CCS(=O)(=O)c3ccc(F)cc32)cc1OC returned MC4R ag barr -1.1, Granule exo inh -1, Glyco luc inh 14, H9c2 protect 5, MC4R antagonist -20, ABCB6 inh MLPCN 102, HTR2A ag -10, ABHD5 PLIN5 PPI -2, CaV13 FRET inh 2 and PDI turbidity -3.
For Cc1cc(NC(=O)C(C)C)ncc1NC(=O)c1ccco1 the results were MC4R ag barr -0.9, Granule exo inh -5, Glyco luc inh 0, H9c2 protect 2, MC4R antagonist 3, ABCB6 inh MLPCN 98, HTR2A ag 3, ABHD5 PLIN5 PPI 4, CaV13 FRET inh -21 and PDI turbidity -10.
Screening CN1CCc2nc(SCc3ccc(C(C)(C)C)cc3)c(C#N)cc2C1 returned MC4R ag barr 0.3, Granule exo inh 0, Glyco luc inh 4, H9c2 protect -21, MC4R antagonist -1, ABCB6 inh MLPCN 104, HTR2A ag -6, ABHD5 PLIN5 PPI -1 and PDI turbidity -7.
COc1cccc(CNC(=O)C(=O)NCCC2CCCCN2S(=O)(=O)c2cccs2)c1 (configuration not stated) was read as MC4R ag barr -2.6, Granule exo inh -8, Glyco luc inh -2, H9c2 protect -7, MC4R antagonist 5, ABCB6 inh MLPCN 93, HTR2A ag -6, ABHD5 PLIN5 PPI -3, CaV13 FRET inh -2 and PDI turbidity 4.
`O=C(/C=C(\O)c1ccc(Cl)cc1)C(=O)NNC(=O)C(O)(c1ccccc1)c1ccccc1` gave MC4R ag barr -4.5, Granule exo inh 1, Glyco luc inh -4, H9c2 protect 34, MC4R antagonist -3, ABCB6 inh MLPCN 105, HTR2A ag -2, ABHD5 PLIN5 PPI -2 and PDI turbidity -1.
`CC(C)CN(CC(C)C)c1nn[nH]n1` gave MC4R ag barr -1.1, Granule exo inh 0, Glyco luc inh 0, H9c2 protect -3, MC4R antagonist 6, ABCB6 inh MLPCN 96, HTR2A ag 0, ABHD5 PLIN5 PPI 0, CaV13 FRET inh -9 and PDI turbidity 1.
For COc1ccc(S(=O)(=O)N2CCCC2C(=O)Nc2nccs2)cc1 (configuration not stated) the results were MC4R ag barr -1.7, Granule exo inh 3, Glyco luc inh -1, H9c2 protect 6, MC4R antagonist 9, ABCB6 inh MLPCN 98, HTR2A ag 0, ABHD5 PLIN5 PPI 3, CaV13 FRET inh -7 and PDI turbidity -3.
`O=S(=O)([N-]c1nc2ccccc2nc1-n1cc[n+](Cc2ccccc2)c1)c1ccccc1` gave MC4R ag barr -0.2, Granule exo inh 1, Glyco luc inh 40*, H9c2 protect 6, MC4R antagonist 18, ABCB6 inh MLPCN 96, HTR2A ag 4, ABHD5 PLIN5 PPI 9, CaV13 FRET inh -19 and PDI turbidity -2.
COc1cc(C(=O)OCC(=O)Nc2ccc(C(C)=O)cc2)ccc1OCC(=O)N1CCOCC1 was read as MC4R ag barr -0.3, Granule exo inh 3, Glyco luc inh -1, H9c2 protect -4, MC4R antagonist 1, ABCB6 inh MLPCN 101, HTR2A ag 0, ABHD5 PLIN5 PPI 5, CaV13 FRET inh 0 and PDI turbidity 0.
For Cn1c(SCC2CCCCC2)nnc1-c1ccncc1 the results were MC4R ag barr -0.5, Granule exo inh -1, H9c2 protect 3, MC4R antagonist 1, ABCB6 inh MLPCN 89, HTR2A ag 1, ABHD5 PLIN5 PPI 0, CaV13 FRET inh -5 and PDI turbidity -5.
Screening COc1ccc(-c2noc(CCC(=O)NCCCN3CCN(c4ccc(F)cc4)CC3)n2)cc1 returned MC4R ag barr -1.3, Granule exo inh 9, Glyco luc inh -5, H9c2 protect -24, MC4R antagonist -1, ABCB6 inh MLPCN 88, HTR2A ag -6, ABHD5 PLIN5 PPI 5, CaV13 FRET inh 1 and PDI turbidity 7.
Screening CN(C)c1ccc(/C=N/NC(=O)c2ccc(-n3cnnn3)cc2)cc1 returned MC4R ag barr 0.4, Granule exo inh 11, Glyco luc inh 0, H9c2 protect -1, MC4R antagonist -7, ABCB6 inh MLPCN 100, HTR2A ag 5, ABHD5 PLIN5 PPI -5, CaV13 FRET inh -3 and PDI turbidity 2.
Screening CN1C(=O)c2cccc3c(S(=O)(=O)Nc4ccccc4F)ccc1c23 returned MC4R ag barr -1.6, Granule exo inh 3, Glyco luc inh 18, H9c2 protect 9, MC4R antagonist 1, ABCB6 inh MLPCN 97, HTR2A ag 3, ABHD5 PLIN5 PPI 1, CaV13 FRET inh -3 and PDI turbidity 6.
Screening CCOc1ccc(CNC(=O)CCCc2cn(C)c3ccccc23)cc1 returned MC4R ag barr 1.8, Granule exo inh 8, Glyco luc inh 0, H9c2 protect -5, MC4R antagonist 9, ABCB6 inh MLPCN 98, HTR2A ag 5, ABHD5 PLIN5 PPI -7, CaV13 FRET inh -2 and PDI turbidity -5.

Looked up by structure from the entries so far:
For Cn1c(SCC2CCCCC2)nnc1-c1ccncc1 the results were MC4R ag barr -0.5, Granule exo inh -1, H9c2 protect 3, MC4R antagonist 1, ABCB6 inh MLPCN 89, HTR2A ag 1, ABHD5 PLIN5 PPI 0, CaV13 FRET inh -5 and PDI turbidity -5.
`O=C(/C=C(\O)c1ccc(Cl)cc1)C(=O)NNC(=O)C(O)(c1ccccc1)c1ccccc1` gave MC4R ag barr -4.5, Granule exo inh 1, Glyco luc inh -4, H9c2 protect 34, MC4R antagonist -3, ABCB6 inh MLPCN 105, HTR2A ag -2, ABHD5 PLIN5 PPI -2 and PDI turbidity -1.
